SUMO1-SIM PPI: alters human SUMO1 binding to SIM partners | SUMO1 binding to a labelled peptide, TR-FRET, 1 h | inhibition, % at 20 µM | 360,000 tested, 0.33% active; in the data active = inhibition above about 37%
Target sequence (P63165 whole entry, looked up): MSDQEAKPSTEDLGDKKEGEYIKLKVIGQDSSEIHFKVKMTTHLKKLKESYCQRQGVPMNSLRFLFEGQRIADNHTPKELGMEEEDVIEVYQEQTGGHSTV
LMPTP inh: blocks human LMPTP phosphatase; AID 651560; 360,000 tested, 0.22% active; inhibition, % at 20 µM; P24666; recombinant LMPTP-A, OMFP fluorogenic substrate, fluorescence intensity;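 active = compounds that cut the enzyme signal by at least half of the control window in the single-dose screen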;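 also: plate controls were DMSO wells with enzyme plus substrate for no effect and substrate without enzyme for full effect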
Target sequence (P24666 whole entry, looked up): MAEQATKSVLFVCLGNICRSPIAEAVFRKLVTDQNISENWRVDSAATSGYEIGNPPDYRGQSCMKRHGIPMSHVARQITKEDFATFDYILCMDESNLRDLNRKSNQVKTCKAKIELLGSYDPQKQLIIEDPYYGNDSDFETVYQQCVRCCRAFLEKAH
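Test system: LMPTP-A, protein tyrosine phosphatase of low molecular weight; Input: 0.625 nM enzyme; Incubation: 50 min dark incubation at room temperature; Signal: endpoint fluorescence intensity from OMFP dephosphorylation; Read-out basis: % inhibition versus control wells.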
Rpn11 block: inhibitors of human proteasome Rpn11 | O00487 | 360,000 tested, 0.59% active | calls only at 20 µM | human 26S proteasome, Ub4-pepOG fluorescence polarization; 20S core pre-blocked with epoxomicin;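 active = inhibition at 20 µM, scaled to each plate's controls, above about 33%, limit read from the data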
CSN deneddyl inh: blocks human CSN-mediated cullin deneddylation; Purified CSN, SCF-Nedd8-OG deneddylation, fluorescence polarization; inhibition, % at 12.5 µM; 360,000 tested, 0.38% active; AID 651999;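 active = pattern-corrected inhibition above about 35%, with an unprinted fluorescence ratio check between 0.5 and 1.5, limit read from the data, passing the limit was not always enough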;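 also: 0% = enzyme with substrate and 100% = substrate without enzyme; some results filed as inactive read as strong as hits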
Target sequence (Q92905 whole entry, looked up, one chain of several): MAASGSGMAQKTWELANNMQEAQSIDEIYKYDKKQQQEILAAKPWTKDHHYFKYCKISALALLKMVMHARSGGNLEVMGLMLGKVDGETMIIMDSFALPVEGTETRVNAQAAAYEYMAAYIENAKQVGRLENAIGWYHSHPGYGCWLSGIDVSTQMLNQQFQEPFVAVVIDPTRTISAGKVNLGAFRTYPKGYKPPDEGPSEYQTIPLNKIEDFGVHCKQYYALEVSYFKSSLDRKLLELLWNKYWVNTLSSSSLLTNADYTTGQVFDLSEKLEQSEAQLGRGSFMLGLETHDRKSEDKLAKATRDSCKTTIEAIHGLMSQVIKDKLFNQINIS
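Test system: purified human Csn5 enzyme expressed in HEK293T cells. Amount: 0.24 nM enzyme. Reagent: SCFSkp2-Nedd8OG substrate at 10 nM final. Schedule: 90 min incubation of compound, enzyme and substrate at room temperature. Detection: fluorescence polarization. Read-out: % inhibition of substrate cleavage by Csn5.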
Tb MetRS inh: Trypanosoma brucei MetRS inhibition; purified T. brucei MetRS, ATP depletion, Kinase-Glo luminescence; inhibition, % at 11.9 µM; 360,000 tested, 0.4% active; AID 624268;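 active = inhibition above a per-plate cutoff of the control wells' mean inhibition plus 3 SD, cut at about 5.5% in these data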;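 also: 0% = DMSO wells median and 100% = median of wells with control inhibitor compound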
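Material – parasite MetRS enzyme · Medium – HEPES-MgCl2-KCl buffer plus DTT, spermine, BSA, pyrophosphatase · Reagent – ATP, methionine and E. coli bulk tRNA substrates · Times – 15 min enzyme-compound preincubation, 2 h reaction, 10 min detection, 25 °C · Measured by – luminescence of leftover ATP · Evaluation – percent inhibition relative to median high and low control wells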
DNMT1 inh: blocks human DNA methyltransferase DNMT1 | DNMT1 molecular beacon, Hinp1I cleavage, fluorescence | 360,000 tested, 0.83% active | inhibition (reported as % activation of signal), % at 10 µM; in the data active = inhibition above about 50%
MLLE-PAM2 inh: inhibitors of microRNA-mediated deadenylation, human PABP1 MLLE binding; inhibition, % at 20 µM; GST-MLLE / FITC-PAM2 fluorescence polarization; P11940; 360,000 tested, 0.36% active; in the data active = inhibition above about 35%, passing the limit was not always enough;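 also: plate controls were DMSO wells with GST-MLLE for no effect and wells lacking GST-MLLE protein for full effect; some results filed as inactive read as strong as hits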
NadD block: blocks S. aureus nicotinate mononucleotide adenylyltransferase; purified NadD enzyme, colorimetric absorbance read-out; inhibition, % at 20 µM; 360,000 tested, 0.78% active; in the data active = inhibition above about 26%; also: some compounds past the cut are filed as inactive
STEP inh: STEP (human) phosphatase inhibition. AID 588621. recombinant STEP, OMFP fluorogenic substrate, fluorescence. 360,000 tested, 0.25% active. inhibition, % at 20 µM. P54829;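 active = inhibition at 20 µM, scaled per plate between control wells, above about 37%, limit read from the data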;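 also: 0% = DMSO with enzyme and substrate and 100% = substrate only without enzyme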
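Assay system: isolated STEP enzyme / Timing: 20 min at room temperature, dark / Doses: 20 µM, 1% DMSO / Technique: fluorescence intensity, excitation 480 nm, emission 540 nm / Reagent: fluorogenic phosphatase substrate OMFP at 25 µM final / Measure: percent inhibition scaled to no-enzyme and uninhibited-enzyme controls, plate-pattern corrected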
Scp1 inh: blocks human Scp-1 phosphatase activity | Q9GZU7 | Recombinant Scp1, phosphopeptide, malachite green phosphate absorbance | inhibition, % at 20 µM | 340,000 tested, 0.88% active;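 active = inhibition above about 50% at 20 µM, limit read from the data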;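 also: plate controls were DMSO wells with enzyme for no effect and wells lacking enzyme for full effect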
Target sequence (Q9GZU7 76-261 limits assumed): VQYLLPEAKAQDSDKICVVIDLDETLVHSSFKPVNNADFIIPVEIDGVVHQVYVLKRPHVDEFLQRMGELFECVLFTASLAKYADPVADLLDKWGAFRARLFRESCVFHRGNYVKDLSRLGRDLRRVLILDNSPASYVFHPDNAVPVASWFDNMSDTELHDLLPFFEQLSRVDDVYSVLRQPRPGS
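Test system – truncated SCP-1 phosphatase (76-261aa) · Reagent – Phosphorylated 17-residue peptide substrate · Incubation – 45 min room-temperature reaction, 5 min colour, 30 min stabiliser · Detection – colorimetric phosphate reagent with accelerator and stabiliser, absorbance at 630 nm · Measure – % inhibition at 20 µM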
* marks the source's active call; other numbers are inactive results; i = inactive; / = no result given.

SMILES	SUMO1-SIM PPI	LMPTP inh	Rpn11 block	CSN deneddyl inh	Tb MetRS inh	DNMT1 inh	MLLE-PAM2 inh	NadD block	STEP inh	Scp1 inh
COc1ccc(CNc2ncnc3c2[nH]c2ccccc23)cc1	5	0.7	i	-2	88*	9	3	5	4	5
CCOC(=O)C1(C)CCN1C(=O)/C=C/c1ccccc1 (stereo not drawn)	-5	-0.6	i	5	-0.3	3	0	1	-1	/
O=C(NCCc1ccccc1)c1ccc2c(c1)OCCO2	-3	0.5	i	-1	-0.3	-1	-24	-1	0	-2
COc1ccc(/C=C/C(=O)Oc2cc(C)[nH]c(=O)c2[N+](=O)[O-])cc1OC	-2	-0.3	i	5	-1.3	-1	9	-5	2	4
Clc1ccccc1-c1nnc2sc(-c3ccc(Br)o3)nn12	18	1.1	i	-3	0.8	0	-28	-4	0	-4
CC(=O)N(CCN(C(C)=O)c1ccccc1)c1ccccc1	1	-1.9	i	-8	-0.3	1	-4	2	-17	-7
COCCn1c(COc2cccc(OC)c2)nnc1SCC(=O)N1CCOCC1	1	-1.8	i	-3	-0.3	1	-22	3	-4	-3
CCCc1nc2c(=O)n(C)c(=O)[nH]c2n1C	-2	-2.1	i	1	-1.0	-6	4	-5	-3	4
COc1cc(/C=C2/SC(=S)N(CCC(=O)Nc3cccnc3)C2=O)cc(OC)c1OC	-21	5.0	i	5	-0.2	-3	3	15	0	/
N#Cc1cc(C(=O)c2ccccc2O)cn(-c2ccc(Cl)cc2)c1=O	-19	-1.1	i	-3	3.2	1	-18	-4	0	-8
Nc1nc(NCCOCCO)nc(NCC2CCCO2)c1[N+](=O)[O-] (stereo not drawn)	-4	-3.0	i	1	-0.1	-1	12	-3	-3	-7
Cc1ccc(C(=O)C(C)N2C(=O)NC(C)(c3ccccc3)C2=O)cc1 (stereo not drawn)	26	0.0	i	-2	-1.3	-5	3	0	-2	-2
Cc1cc(C)c2c(N=NN3CCCCC3)[nH]nc2n1	-3	-2.4	i	-10	-0.4	7	18	1	1	4
NS(=O)(=O)c1ccc(CCNC(=O)c2ccc(Cl)cc2[N+](=O)[O-])cc1	-19	0.5	i	-1	-0.6	1	0	1	-1	-4
CC1=CC(C)(C)Nc2ccc(OC(=O)C(Cc3ccccc3)N3C(=O)C4CCCCC4C3=O)cc21 (stereo not drawn)	0	-0.8	i	0	-0.4	0	5	-7	3	-7
CC1CN(C(=S)SCC(=O)c2ccccc2)CC(C)O1 (stereo not drawn)	1	-0.8	i	-16	0.1	3	11	0	1	-5
O=C(NCCN1CCOCC1)/C(=C\c1ccccc1Cl)NC(=O)c1ccccc1	0	-1.0	i	3	-0.8	0	-7	-2	-3	9
COc1ccc(CCNC(=O)C(=O)NCc2ccc(C(C)C)cc2)cc1OC	-2	-1.4	i	3	-0.3	-1	4	-4	-3	-14
Cc1nc(SCC(=O)N2CCCc3ccccc32)c2oc3ccccc3c2n1	-1	1.7	i	2	-1.3	-4	0	0	0	1
COc1ccccc1NC(=O)N1CCN(c2cccc(C(F)(F)F)c2)CC1	0	0.6	i	0	-0.2	-2	6	-1	1	-10

5 of the entries above in order of the CSN deneddyl inh value, highest first:
SMILES	SUMO1-SIM PPI	LMPTP inh	Rpn11 block	CSN deneddyl inh	Tb MetRS inh	DNMT1 inh	MLLE-PAM2 inh	NadD block	STEP inh	Scp1 inh
CCOC(=O)C1(C)CCN1C(=O)/C=C/c1ccccc1 (stereo not drawn)	-5	-0.6	i	5	-0.3	3	0	1	-1	/
CC1=CC(C)(C)Nc2ccc(OC(=O)C(Cc3ccccc3)N3C(=O)C4CCCCC4C3=O)cc21 (stereo not drawn)	0	-0.8	i	0	-0.4	0	5	-7	3	-7
COc1ccc(CNc2ncnc3c2[nH]c2ccccc23)cc1	5	0.7	i	-2	88*	9	3	5	4	5
CC(=O)N(CCN(C(C)=O)c1ccccc1)c1ccccc1	1	-1.9	i	-8	-0.3	1	-4	2	-17	-7
Cc1cc(C)c2c(N=NN3CCCCC3)[nH]nc2n1	-3	-2.4	i	-10	-0.4	7	18	1	1	4

(cont.)
SMILES	SUMO1-SIM PPI	LMPTP inh	Rpn11 block	CSN deneddyl inh	Tb MetRS inh	DNMT1 inh	MLLE-PAM2 inh	NadD block	STEP inh	Scp1 inh
O=C(C[C@H]1C/C=C\CCCCC(=O)OC[C@H]2CCCN2C1=O)N[C@H](CO)Cc1ccccc1	2	0.1	i	-3	-0.3	0	-6	-3	-2	0
O=C(CCn1c(=O)[nH]c2ccccc2c1=O)Nc1ccccc1	1	-0.8	i	4	0.2	1	-2	-5	2	-2
Nc1ccccc1C(=O)NCCN1CCNC1=O	5	-1.1	i	-2	-0.7	2	7	-2	-1	-8
CC(=O)c1c(C)nn(CC(O)Cn2c3c(c4cc(C)ccc42)CCCC3=O)c1C (stereo not drawn)	-8	0.9	i	1	-0.9	-5	6	2	5	3
O=C(O)c1cc(Cl)c2c(c1)OCO2	5	-2.1	i	8	-0.6	22	13	2	4	45
COc1ccc(CCNC(=O)CN2C(=O)NC(C)(c3ccc([N+](=O)[O-])cc3)C2=O)cc1 (stereo not drawn)	-14	-0.1	i	-5	-0.7	5	-10	-9	2	-8
CC1CCCCN1CC(=O)NC(=O)NCc1ccccc1 (stereo not drawn)	3	-1.3	i	-6	0.1	0	-8	-8	-4	-6
CN1CCN(NC(=O)/C=C/c2ccc(C(C)(C)C)cc2)CC1	-4	-3.0	i	5	0.4	1	14	-10	-2	-5
COc1ccc(C2(O)CCN(C(=O)Cc3cccnc3)CC2)cc1	-1	-1.7	i	-4	-0.1	0	3	8	-1	-4
Cc1ccc(C(=O)OCC(=O)N(CC(C)C)c2c(N)n(Cc3ccccc3)c(=O)[nH]c2=O)o1	5	-1.0	i	-2	-0.3	-1	-7	-1	2	-6
Cc1ccc(NC2=C(Cl)C(=O)OC2OC(=O)c2ccccc2)c(C)c1 (stereo not drawn)	-1	1.7	i	-7	0.2	1	11	-4	-1	-9
Cc1ccc(OCC(O)CN2CCN(CC(O)COc3ccc(C)cc3)CC2)cc1 (stereo not drawn)	-3	-1.1	i	-1	-2.2	-1	-2	-11	-1	10
O=C(CN(c1ccccc1)S(=O)(=O)c1ccccc1)Nc1ccccc1C(=O)NCc1ccco1	2	3.3	i	0	0.1	-4	-14	-6	3	-7
COc1ccc(OCc2cc(C(=O)N(Cc3nccn3C)C(C)C)no2)c2ccccc12	-10	1.6	i	0	-0.5	-7	2	3	0	-7
O=C(NCC1CCCO1)c1ccccn1 (stereo not drawn)	1	-1.8	i	-4	-0.7	0	-5	6	-2	-6
Cc1cccc(NS(=O)(=O)c2ccc(C)c(C(=O)NNC(=O)c3csc(N4CCOCC4)n3)c2)c1	-2	0.6	i	3	-0.4	3	7	13	-1	-7
Cc1cc(NC(=O)C(C)Oc2ccc(Cl)cc2Cl)no1 (stereo not drawn)	6	0.3	i	-2	4.1	-1	5	-2	0	-4
Cc1ccccc1Nc1nnc(SCC(=O)NCc2cccs2)s1	1	0.8	i	-9	-0.3	-10	-26	1	-2	-4
O=C(COC(=O)C12CC3CC(CC(Br)(C3)C1)C2)Nc1cccnc1Cl	0	-0.3	i	2	-1.7	6	2	-4	-4	6
CC(=O)C1(O)CCC2C3CCC4CC(O)CCC4(C)C3C(=O)CC21C (stereo not drawn)	0	0.4	i	-1	-0.1	-9	8	1	3	1
COc1ccccc1N(C)S(=O)(=O)c1ccc(C(=O)Nc2nc(C)c(C(C)=O)s2)cc1	-25	0.1	i	3	-0.1	-11	-19	1	3	-4
COc1ccc(N(CC(=O)NCc2ccco2)C(=O)CCC(=O)Nc2ccccn2)cc1	1	0.0	i	1	-0.5	1	-9	-20	0	-5
COc1cc(/C=N/NC(=O)c2cc(C34CC5CC(CC(C5)C3)C4)[nH]n2)ccc1O	-6	2.8	i	1	-0.8	-12	-5	13	4	-14
O=C(CN1C2CCCC1CC(NC(=O)C1CCCCC1)C2)Nc1ccccc1 (stereo not drawn)	-4	0.1	i	0	-0.5	2	1	-1	-1	-4
O=C(C1CCCO1)N1CCN(C(=S)Nc2cccc(Cl)c2)CC1 (stereo not drawn)	1	-0.4	i	-4	-0.1	0	-11	-2	7	-5
CN(C)S(=O)(=O)c1cccc(NC(=O)CCc2nc3cc(S(=O)(=O)N4CCOCC4)ccc3n2C)c1	4	1.8	i	-2	-0.4	-6	-31	1	-1	7
COc1ccc(C(=O)CSc2nnn(-c3cccc(NC(C)=O)c3)n2)cc1	-3	1.4	i	-5	1.1	-3	-10	1	0	-7
COc1cc(NC(=O)Cc2ccccc2)ccc1NC(=O)Cc1ccccc1	2	0.8	i	0	-1.4	1	2	-2	-3	0
Cc1cccc(-n2c(C)nc3cc(C(=O)NCCN4CCOCC4)ccc32)c1	0	-0.8	i	5	0.1	1	-5	6	2	/
Cc1cc(=O)n2c(C)n[nH]c2n1	-2	-0.8	i	1	-1.1	1	-2	0	2	-12
COc1ccc(OC)c(S(=O)(=O)NCC(=O)O)c1	-5	0.3	i	0	-0.1	1	3	-5	-3	-11
O=C1COc2ccc(C(=O)COC(=O)CNC(=O)c3ccccc3)cc2N1	4	0.2	i	1	-0.3	4	11	0	2	-3
COC(=O)COc1ccc(S(=O)(=O)NCc2ccc3c(c2)OCO3)cc1	16	-0.2	i	-2	-0.3	-1	-1	-6	-4	-7
CCCCN(C)c1c(N2CCC(C(=O)OCC)CC2)c(=O)c1=O	-6	0.7	i	4	-0.3	0	3	-3	3	-12
CC(C)C(=O)Nc1nnc(SCC(=O)NCc2ccc3c(c2)OCO3)s1	-1	-1.9	i	-5	-0.2	-5	7	-7	-4	2
CCCCC[C@H]1CN(Cc2ccccc2)C(=O)[C@@H]1CC(=O)NCc1ccccc1	4	1.9	i	-1	0.1	-7	4	3	1	-5
Cc1onc(-c2c(F)cccc2Cl)c1C(=O)OCC(=O)Nc1cccc(S(=O)(=O)N(C)C)c1	-1	0.8	i	1	-0.3	-1	-46	-14	-4	0
